SMARCA2 activ – SMARCA2 (BRM) function activators, primary screen, cell-based, luminescence, high throughput | actives 1% (n = 370,000) | AID 652017, 2013 | activation, % at 9.1 µM | MG213 cells, MMTV-luciferase reporter, dexamethasone, overnight; in the data active = activation above about 7.8%;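 note: 0% = vehicle wells and 100% = reference activator wells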
NR1D1 modulator – modulators of Rev-erb alpha DNA binding, primary screen, biochemical, FITC-DNA, fluorescence polarization, uHTS | actives 0.79% (n = 370,000) | Nuclear receptor subfamily 1 group D member 1 (Homo sapiens), P20393 | Rev-erbα–FITC-DNA binding, 90 min | activity, % at 10 µM;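 active = activity above about 14%, limit read from the data; passing the limit was not always enough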;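 note: 0% = DMSO wells with 35 nM protein and 100% = DMSO wells with 750 nM protein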
Target sequence (P20393 whole entry, looked up): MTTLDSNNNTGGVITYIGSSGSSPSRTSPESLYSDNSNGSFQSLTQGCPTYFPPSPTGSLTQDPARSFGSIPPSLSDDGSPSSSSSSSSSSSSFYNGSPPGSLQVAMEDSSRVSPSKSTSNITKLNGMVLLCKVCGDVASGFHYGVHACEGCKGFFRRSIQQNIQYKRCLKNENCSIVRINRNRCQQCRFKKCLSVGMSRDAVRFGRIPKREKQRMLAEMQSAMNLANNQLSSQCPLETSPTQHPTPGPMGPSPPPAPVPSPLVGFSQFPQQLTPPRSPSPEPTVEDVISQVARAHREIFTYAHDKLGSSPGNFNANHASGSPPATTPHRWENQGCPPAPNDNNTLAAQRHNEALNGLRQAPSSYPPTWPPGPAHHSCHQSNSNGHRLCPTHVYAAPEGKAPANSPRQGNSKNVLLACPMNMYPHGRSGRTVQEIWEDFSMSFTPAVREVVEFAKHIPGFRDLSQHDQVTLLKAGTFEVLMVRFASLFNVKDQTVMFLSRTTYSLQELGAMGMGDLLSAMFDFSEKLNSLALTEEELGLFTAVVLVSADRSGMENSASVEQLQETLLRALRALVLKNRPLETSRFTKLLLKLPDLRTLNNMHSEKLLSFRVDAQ
GAA850 FXN act – FXN promoter activators, primary screen, cell-based, luciferase luminescence, HEK293 lucGAA850 | HEK293 lucGAA850 FXN promoter luciferase reporter, 24 h; percent of 10 µM SAHA response | activation, % at 6 µM | actives 0.56% (n = 360,000) | AID 540364, 2011;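 active = activation above the average of all compounds screened plus 3 SD, cutoff fixed separately per campaign, cut at about 7.5% in these data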;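 note: 0% = DMSO wells and 100% = 10 µM SAHA wells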
HGIII-sPLA2 inh – human group III sPLA2 inhibitors, primary screen, biochemical, QFRET, BODIPY PC-A2 liposome substrate | Group 3 secretory phospholipase A2 (Homo sapiens), Q9NZ20 | QFRET BODIPY PC-A2 liposome hydrolysis, fluorescence | inhibition, % at 12.2 µM | actives 0.56% (n = 370,000) | AID 743126, 2013;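 active = inhibition above mean plus 3 SD of compounds lying within the high and low control bounds, cut at about 19% in these data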;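 note: 0% = median of test compound wells and 100% = no enzyme DMSO wells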
hgDAF-12 ag – H. glycines DAF-12 receptor agonists, primary screen, cell-based, luminescence, HEK293, GAL4 fusion, UAS-luciferase | Nuclear hormone receptor DAF-12 (Heterodera glycines), GAL4 fusion | HEK293 GAL4-hgDAF12 UAS-luciferase reporter, agonist luminescence; normalized to butyrate control | activation, % at 6.8 µM | actives 1.8% (n = 370,000) | AID 687014, 2013;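 active = activation above a cutoff set at the mean of all screened compounds plus 3 SD, cut at about 10% in these data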;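 note: 0% = DMSO wells and 100% = sodium butyrate wells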
PG9 Ab binder – binders of HIV-1 gp120 antibody PG9, primary screen, biochemical, TR-FRET; HIV-1 gp120 / PG9 antibody interaction; TR-FRET gp120-PG9 antibody binding; inhibition, % at 6.7 µM; actives 0.43% (n = 360,000); in the data active = inhibition above about 8.5%
DAX1 inh-1 – DAX1 (NR0B1) inhibitors, primary screen, cell-based, HEK293, Gal4-DAX1, luciferase luminescence; Nuclear receptor subfamily 0 group B member 1 (Homo sapiens), P51843; inhibition, % at 6.75 µM; HEK293 Gal4-DAX1 luciferase reporter; actives 0.99% (n = 340,000); AID 504766, 2011;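 active = inhibition above the mean over all tested compounds plus 3 SD, cut at about 4.2% in these data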;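 note: 0% = DAX1-transfected cells with DMSO and 100% = empty-vector control cells with DMSO; inhibition shows as a rise in luminescence from relieved DAX1 repression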
Target sequence (P51843 207-470 limits assumed): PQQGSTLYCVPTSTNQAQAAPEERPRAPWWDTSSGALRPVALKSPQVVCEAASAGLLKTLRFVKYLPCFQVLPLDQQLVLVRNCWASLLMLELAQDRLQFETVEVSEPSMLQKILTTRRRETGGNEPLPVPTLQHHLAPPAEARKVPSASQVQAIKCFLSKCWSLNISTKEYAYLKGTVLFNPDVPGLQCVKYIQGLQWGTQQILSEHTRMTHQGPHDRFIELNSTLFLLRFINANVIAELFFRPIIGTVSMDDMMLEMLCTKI
ssDAF12 agonist – S. stercoralis DAF-12 nuclear receptor activators, primary screen, cell-based, luminescence, HEK293, GRIP1 co-expression, lit1-tk-luc | activation, % at 6.8 µM | Nuclear hormone receptor DAF-12 (Strongyloides stercoralis) | HEK293 ssDAF-12/GRIP1 lit1-tk-luc reporter; % of 3 µM dafachronic acid response | actives 1% (n = 370,000);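 active = activation above the mean over all tested compounds plus 3 SD, cut at about 0.9% in these data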;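 note: 0% = DMSO-only wells and 100% = 3 µM delta7-dafachronic acid wells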
hcDAF-12 act – H. contortus DAF-12 nuclear receptor activators, primary screen, cell-based, luminescence, HEK293, lit1-tk-luc reporter. HEK293 hcDAF-12 lit1-tk-luc reporter; 0% DMSO, 100% Δ7-dafachronic acid. activation, % at 6.8 µM. actives 1.4% (n = 370,000). AID 652067, 2013;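 active = activation above the mean of all tested compounds plus 3 SD, cut at about 5.5% in these data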;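 note: 100% = response to 3 µM Δ7-dafachronic acid high control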
PLCb3 inh – human PLC-beta3 inhibitors, primary screen, biochemical, fluorescence | actives 0.18% (n = 370,000) | inhibition, % at 12.2 µM | 1-phosphatidylinositol 4,5-bisphosphate phosphodiesterase beta-3 (Homo sapiens), Q01970 | AID 720704, 2013 | Purified PLC-beta3, fluorogenic substrate; in the data active = inhibition above about 11%;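 note: 0% = median of compound wells on plate and 100% = full blocker control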
DAX1 inh-2 – DAX1 (NR0B1) inhibitors on StAR promoter, primary screen, cell-based, luminescence, SF-1 (NR5A1), full-length DAX-1; HEK293T StAR-luciferase reporter, SF-1/DAX-1 repression relief; inhibition, % at 6.8 µM; actives 1.1% (n = 370,000); AID 652010, 2013;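 active = inhibition above the mean over all tested compounds plus 3 SD, cut at about 3.6% in these data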;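 note: 0% = DAX-1 cells with DMSO and 100% = cells lacking DAX-1 with DMSO; higher inhibition means more luminescence from relief of DAX-1 repression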
* marks the source's active call; other numbers are inactive results; · = no result given. The list is partial (hit frequency here may not be typical).

SMILES	SMARCA2 activ	NR1D1 modulator	GAA850 FXN act	HGIII-sPLA2 inh	hgDAF-12 ag	PG9 Ab binder	DAX1 inh-1	ssDAF12 agonist	hcDAF-12 act	PLCb3 inh	DAX1 inh-2
Cc1nc2cc(C(F)(F)F)ccc2n1C1CCN(Cc2nnnn2Cc2ccc3c(c2)OCO3)CC1	-3	-1	3.6	-17	-6.0	1.0	0.1	-1.8	-2.6	-1	-0.2
Cc1cc(Cc2c(O)[nH]c(=S)[nH]c2=O)ccc1OC(C)C	-1	2	1.9	3	-0.5	0.8	-1.3	-1.4	0.5	-4	0.1
Fc1ccc(C2NCCc3[nH]cnc32)cc1 (configuration not stated)	-3	-1	3.1	-6	-2.7	-0.4	0.7	-0.6	3.1	1	0.5
COc1cc(C2NCc3ccccc3-n3cccc32)ccc1O (configuration not stated)	0	7	-2.9	-9	-0.5	-3.5	1.6	-0.4	0.3	-1	0.0
CN1CCN(c2nc(N)cc(=O)[nH]2)CC1	-3	9	0.7	8	-4.4	-0.7	1.4	-1.0	-2.7	-7	0.1
CC(=NCc1cccnc1)c1c(O)n(-c2ccccc2C)c(=O)[nH]c1=O	-4	0	-0.1	7	0.5	1.2	0.7	-1.1	-1.9	-1	-0.4
COc1cc2c(c(OC)c1OC)-c1ccc(O)c(=O)cc1[C@@H](NC(C)=O)CC2	0	5	-2.5	-9	0.8	-2.0	-0.2	-1.1	0.2	-24	-0.1
CCOc1ccc(C2SCC(=O)Nc3c2c(C)nn3C2CCOC(C)(C)C2)cc1 (configuration not stated)	2	-1	1.7	-1	-0.3	0.7	2.4	-1.8	-2.5	-1	-0.3
CCOP(=O)(OCC)C(NC(=O)Cc1ccccc1)C(Cl)(Cl)Cl (configuration not stated)	0	·	0.9	3	2.2	0.1	2.9	-0.7	-1.4	-2	-0.1
Cc1cccc(C)c1OP(N)(=O)OCC(F)(F)F (configuration not stated)	1	4	-4.0	-4	2.8	-1.0	-0.2	-1.3	-0.9	4	0.1
Clc1ccc(C(Cn2ccnc2)OCc2csc3c(Cl)cccc23)c(Cl)c1 (configuration not stated)	0	4	-2.4	-19	-0.4	-0.1	-1.2	-1.1	-2.8	-3	0.5
CC(Cc1ccccc1)NC(=O)Cc1ccc(N(C)C)cc1 (configuration not stated)	-1	3	1.9	3	-0.8	-2.7	-0.8	-1.0	0.8	3	1.0
COC(=O)C1=Nc2ccccc2/C1=C\c1c(O)n(C)c(=O)n(C)c1=O	-2	-3	0.8	2	1.1	-0.3	·	0.2	3.6	-18	0.1
CC1(C)CN=C(Nc2nc3ccccc3s2)S1	4	0	1.1	-6	9.7	-0.2	3.4	1.5*	5.4	2	3.0
Cc1ccc(-c2nn(Cc3ccccc3)cc2C(=O)O)cc1	2	-2	2.0	-3	1.4	0.5	5.3*	-0.2	2.7	-2	-0.3
CC(C)C[C@@H]1COc2cccc(N3CCN(C)CC3)c2S(=O)(=O)N1	-4	-4	·	0	2.4	1.4	·	-1.3	0.2	1	-2.0
CC1=NOC2(C)Nc3ncnn3C(c3ccccc3)C12 (configuration not stated)	1	5	4.0	1	4.5	-2.5	2.0	-0.8	-0.8	2	1.1
O=C(c1ccc(Cl)cc1)C1CCCN(Cc2ccc3c(c2)OCCO3)C1 (configuration not stated)	-1	-3	-0.6	-11	0.9	1.1	0.0	-0.4	-1.4	5	0.0
Cc1ccc(-c2nc3ccc(Cl)cc3n2OC(=O)N(C)C)cc1	3	0	7.7*	-1	14*	2.1	1.2	0.1	5.3	-3	2.3
COc1cc(-n2c(=S)[nH]c3ccccc3c2=O)c(Cl)cc1Cl	-2	3	-0.7	5	-3.0	1.9	-1.2	-0.9	-0.1	-1	-1.9

Overlap with the part before: four entries, then new ones.
SMILES	SMARCA2 activ	NR1D1 modulator	GAA850 FXN act	HGIII-sPLA2 inh	hgDAF-12 ag	PG9 Ab binder	DAX1 inh-1	ssDAF12 agonist	hcDAF-12 act	PLCb3 inh	DAX1 inh-2
CC1=NOC2(C)Nc3ncnn3C(c3ccccc3)C12 (configuration not stated)	1	5	4.0	1	4.5	-2.5	2.0	-0.8	-0.8	2	1.1
O=C(c1ccc(Cl)cc1)C1CCCN(Cc2ccc3c(c2)OCCO3)C1 (configuration not stated)	-1	-3	-0.6	-11	0.9	1.1	0.0	-0.4	-1.4	5	0.0
Cc1ccc(-c2nc3ccc(Cl)cc3n2OC(=O)N(C)C)cc1	3	0	7.7*	-1	14*	2.1	1.2	0.1	5.3	-3	2.3
COc1cc(-n2c(=S)[nH]c3ccccc3c2=O)c(Cl)cc1Cl	-2	3	-0.7	5	-3.0	1.9	-1.2	-0.9	-0.1	-1	-1.9
CN1/C(=C\C=Nc2ccccc2)C(C)(C)c2ccccc21	-4	-2	0.6	6	-3.6	-3.2	-1.2	-0.8	-1.6	-10	-1.8
C[N+]1(C)CCC(OC(=O)C(c2ccccc2)c2ccccc2)CC1	3	2	0.2	-3	0.9	0.3	-0.6	-1.3	-1.1	3	0.6
C/C(=N\NC(=O)c1ccccc1Cl)c1c(O)n(C2CCCCC2)c(=O)[nH]c1=O	2	1	1.7	-9	7.8	-3.0	0.5	-0.5	-0.8	-4	0.2
Cc1ccc(C2(O)CC(C)N(C)CC2C)cc1 (configuration not stated)	1	-6	0.4	3	2.7	-1.7	0.3	-1.8	-0.8	1	0.0
COCCCNP1(=O)OCC(C)([N+](=O)[O-])CO1 (configuration not stated)	6	2	-1.1	-4	-0.2	-1.1	0.4	-0.7	2.3	2	-1.9
CCOc1ccc(CC2(CCc3ccncc3)C(=O)NC(=O)NC2=O)cc1	0	3	1.4	-1	0.2	0.7	-1.0	0.1	-0.5	4	-0.2
O=C(CN1CC=C(c2ccccc2)CC1)NC(=O)NCc1ccco1	0	1	-0.2	-13	-1.2	-1.9	2.2	-1.4	-0.5	-14	-0.1
O=C(O)C(O)(c1ccccc1)C1CCCCC1 (configuration not stated)	-1	1	0.7	-1	-0.6	-1.9	2.5	-0.5	0.5	-6	0.9
CC(C(=O)c1ccc2ccccc2c1)N1CCCCC1 (configuration not stated)	-5	-2	2.4	-2	1.1	-0.5	2.5	-1.1	-0.2	-178	0.8
CCCCn1c(=O)c(C(=O)NC(C)c2ccccc2)c(O)c2ccccc21 (configuration not stated)	-2	2	1.7	-2	3.0	-2.3	0.2	-1.1	1.4	-8	-0.3
c1cnc(OCCN2CC2)cn1	-7	1	2.0	13	0.2	2.5	0.1	-0.6	0.3	2	-0.2
COc1ccc2c3c1O[C@H]1C(=O)CC[C@H]4[C@@H](C2)N(C)CC[C@]314	-5	-7	-1.3	2	0.7	2.8	0.3	-0.8	2.4	0	0.9
c1ccc2c3c([nH]c2c1)C1(CCNCC1)NCC3	0	-1	0.6	1	2.0	-1.1	0.7	0.1	0.0	-5	0.4
CC(c1ccccc1)(c1ccccc1)c1ccncc1	0	7	0.3	-2	0.5	-1.4	-1.3	-0.9	-2.3	-7	-0.4
Oc1c(Cl)cc(Cl)cc1CN1CCN(Cc2ccccc2)CC1	-3	2	0.7	-2	1.4	-1.4	-0.2	-1.6	-2.0	1	0.1
CC(Cc1ccccc1)NCCC(c1ccccc1)c1ccccc1 (configuration not stated)	-3	1	-6.2	1	-3.4	-0.1	0.6	-1.2	0.2	0	-1.6
Cc1ccc(/C=C2\C(=O)NC(=S)N(c3ccc(F)cc3)C2=O)o1	0	1	1.7	-5	1.1	2.0	0.7	-1.7	-1.1	-18	0.3
O=Cc1c(C(=O)O)n(Cc2ccccc2Cl)c2ccccc12	-2	1	0.5	6	5.2	-1.6	0.4	-0.3	0.3	11	-0.1
O=C(COc1ccc(Cl)cc1)N1CCN(Cc2ccccc2)CC1	1	-1	1.5	-6	-2.8	-0.5	-1.4	-1.6	0.1	0	-0.3
O=C1NC(=O)N(Cc2ccccc2)C(=O)C1Cc1ccccc1 (configuration not stated)	-7	-2	0.9	6	3.5	-1.0	0.7	-0.8	0.6	6	1.8

Laid out differently: 2 of the compounds above
Every second line gives: SMARCA2 activ	NR1D1 modulator	GAA850 FXN act	HGIII-sPLA2 inh	hgDAF-12 ag	PG9 Ab binder	DAX1 inh-1	ssDAF12 agonist	hcDAF-12 act	PLCb3 inh	DAX1 inh-2
> c1cnc(OCCN2CC2)cn1
    -7	1	2.0	13	0.2	2.5	0.1	-0.6	0.3	2	-0.2
> COc1ccc2c3c1O[C@H]1C(=O)CC[C@H]4[C@@H](C2)N(C)CC[C@]314
    -5	-7	-1.3	2	0.7	2.8	0.3	-0.8	2.4	0	0.9

New compounds follow
SMILES	SMARCA2 activ	NR1D1 modulator	GAA850 FXN act	HGIII-sPLA2 inh	hgDAF-12 ag	PG9 Ab binder	DAX1 inh-1	ssDAF12 agonist	hcDAF-12 act	PLCb3 inh	DAX1 inh-2
Cc1nc2ccccn2c1P(=S)(c1ccccc1)c1ccccc1	0	-4	-0.6	1	2.1	-1.1	·	-1.3	-1.2	2	2.1
CCCCn1c(O)c(C(C)=Nc2ccc3c(c2)CCC3)c(=O)[nH]c1=O	2	8	-0.6	2	0.8	-2.8	-0.1	-0.2	0.0	-5	-0.3
CCC(=NCCC(c1ccccc1)c1ccccc1)c1c(O)[nH]c(=O)[nH]c1=O	-1	8	3.4	18	-3.2	-0.1	-0.6	-1.6	-4.0	-5	-0.4
COC(=O)Cn1cc(C=C2C(=O)NC(=O)NC2=O)c2ccccc21	-1	3	4.0	10	0.4	1.2	-0.1	-0.2	0.7	-6	-0.2
c1ccc2c(c1)cc1ccc3cccc4ccc2c1c34	-1	5	1.3	4	-1.0	-0.7	1.4	-0.7	0.3	-60	-0.8
CCOC(=O)c1c(C)n(Cc2ccco2)c2c1cc(O)c1ccccc12	0	6	0.6	-10	0.8	-2.8	1.8	-0.1	4.2	-19	-0.7
Cc1nn(Cc2ccccc2)c(Cl)c1C(=O)OC(C)C(=O)Nc1ccc(F)cc1Cl (configuration not stated)	-1	-1	-2.6	5	1.1	0.8	-0.5	-1.0	0.8	0	-0.7
COc1ccc(C2=NCC(=O)N(CC(=O)NCc3ccco3)c3sc4c(c32)CCCC4)cc1	-3	-6	-0.6	-28	-1.2	-0.7	-0.3	-1.8	-1.7	-10	0.3
NC(=Nc1ccccc1)NN=Cc1c[nH]c2ccccc12	-6	6	-3.0	11	2.7	-2.6	-1.8	0.3	0.3	2	0.5

Source: PubChem
